# ERK EGF block: blocks ERK signaling stimulated by EGF. HEK293-V1b, EGF-stimulated phospho-ERK AlphaScreen. Potency, µM (titrated, usually from 11.5 µM), for the others: at the top dose activity change, negative = inhibition, actives largely listed as inhibitors. hit rate 0.41% among 130,000. AID 1454; active = well fitted inhibition curve with a large enough effect; inconclusive = small, poorly fitted or top-dose-only effect, or effect the other way;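 note: plate controls were stimulated vehicle wells for no effect and unstimulated vehicle basal for full effect; nearly all actives have a fitted effect of over 55% in size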
#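 EGF-stimulated (25 nM, 5 min) phospho-ERK in HEK293 cells stably expressing V1b, cells pretreated 30 min with compound at 37C. Homogeneous AlphaScreen read on lysates.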
# Starred values were filed as active, the others as inactive; ? = inconclusive; [ ] = another dose, or the depositor's remark. Potency is the fitted concentration of half-maximal effect. Not all compounds are listed, so the mix of outcomes need not match the whole.
SMILES,ERK EGF block
Cc1ccc(NC(=S)Nc2ccc(S(=O)(=O)Nc3ncccn3)cc2)c(C)c1,-6.2%[57.5 µM]
CC(=O)c1c(C)[nH]c(C(=O)CN2C(=O)NC(C)(c3ccc(C)cc3)C2=O)c1C (stereo unspecified),1.3%
C/C(=N/OCc1ccc(Br)cc1)c1ccccn1,-16.2%
O=C(O)c1cc(-c2cccs2)nn1-c1ccc(F)cc1,-6.8%
O=C(NNS(=O)(=O)c1ccc2ccccc2c1)c1cc(-c2ccccn2)nc2ccccc12,7.0%
COc1ccc(OCCOc2ccc(C)nc2[N+](=O)[O-])cc1,8.0%
Cc1ccc(NC(=O)c2ccc(C(C)(C)C)cc2)cc1[N+](=O)[O-],?
CC(=O)c1ccc(N2CCN(Cc3nc(Cc4ccccc4)no3)CC2)cc1,4.2%
Cc1ccc(CN(C(=O)c2cc(=O)c3cc(C)cc(C)c3o2)C2CCS(=O)(=O)C2)cc1 (stereo unspecified),31.0%[57.5 µM]
COc1ccc(C2(CNC(=O)C(=O)Nc3ccc(C)cc3)CCOCC2)cc1,6.0%
N#C/C(=C\c1cn(CCOc2ccccc2)c2ccccc12)C(=O)NCc1cccs1,-7.0%
CN(C)CCN(C(=O)/C=C/c1cccs1)c1nc2ccc(F)cc2s1,-8.7%
Oc1c(/C=N/Nc2cccc3cccnc23)ccc2ccccc12,-5.1%
Cc1nn(C)cc1CN1CCCC(C(=O)c2ccc(-c3ccccc3)c(F)c2)C1 (stereo unspecified),5.4%[57.5 µM]
Cc1ccc(C(=O)CCC(=O)Nc2ccc(Cl)c(S(=O)(=O)Nc3cccc(Cl)c3)c2)cc1,1.6%
O=C(NCc1ccc(F)cc1)C(=O)NCC1OCCN1S(=O)(=O)c1ccc2c(c1)OCCO2 (stereo unspecified),-15.2%[57.5 µM]
CSc1nnc(C)c(=O)n1COC(=O)COc1ccccc1,-4.1%
COc1ccc(-n2c(Cc3ccccc3)nnc2SCC(=O)N2CCCc3ccccc32)cc1,-0.6%
O=C(N/N=C/c1cc(Br)ccc1O)Nc1ccccc1,1.8%
Cc1ccc(S(=O)(=O)NNC(=O)C(O)(c2ccccc2)c2ccccc2)cc1,1.5%
C/C(CC(=O)Nc1ccc(C)cc1C)=N\NC(=O)C(C)C,-0.7%
CC(=O)c1cccc(N(C(=O)CNC(=O)c2ccco2)C(C(=O)NCc2ccco2)c2ccccc2)c1 (stereo unspecified),1.0%
O=C(COc1c(Cl)cc(Cl)cc1Cl)c1ccc(Cl)cc1,8.3%
Cc1ccc(C(=O)N/N=C\c2ccc(OC(=O)c3cccs3)cc2)cn1,-1.5%
CCOC(=O)/C(N=Nc1ccc(C(=O)O)cc1[N+](=O)[O-])=C(\C)O,0.2%

# The final 3 entries of the section before are carried over, then new ones follow:
SMILES,ERK EGF block
O=C(COc1c(Cl)cc(Cl)cc1Cl)c1ccc(Cl)cc1,8.3%
Cc1ccc(C(=O)N/N=C\c2ccc(OC(=O)c3cccs3)cc2)cn1,-1.5%
CCOC(=O)/C(N=Nc1ccc(C(=O)O)cc1[N+](=O)[O-])=C(\C)O,0.2%
N#C/C(=C\c1ccc(N2CCOCC2)o1)C(=O)NC1CCCCC1,-14.3%[57.5 µM]
Cc1cccc(NCC(=O)N/N=C\c2ccccn2)c1,1.0%
COc1cc(NC(=O)Cc2ccc([N+](=O)[O-])cc2)c(C(=O)O)cc1OC,-2.1%
CCc1nc2ccccc2n1CCc1ccccc1,0.7%
COc1cccc(NCCC(=O)c2cccc([N+](=O)[O-])c2)c1,-1.4%
Cc1ccc(N(CCC#N)C(=O)CN2C(=O)NC(Cc3ccccc3)C2=O)cc1 (stereo unspecified),4.0%
COc1ccccc1C1NC(=O)NC(C)=C1C(=O)OC1CCCCC1 (stereo unspecified),1.7%
Cc1ccc(S(=O)(=O)N(C)C)cc1NC(=O)C1CCCCC1,-2.4%[57.5 µM]
CCS(=O)(=O)N1CCN(c2ccc([N+](=O)[O-])c(NCc3cccnc3)c2)CC1,-0.3%
OB(O)c1cc2ccccc2o1,-7.4%
O=C(CCn1c(=O)sc2ccccc21)NCc1ccco1,4.3%
Cc1c(/C=N\NC(=O)c2c[nH]c3ccccc23)cnn1C,0.6%
CCN(CC)CCOCCOc1ccc(Cl)c2ccccc12,4.6%
CCOc1cc(/C=C2\C(=O)N(CCC#N)N=C2C)ccc1OCC(N)=O,-3.2%
Cc1ccc(Sc2nc([N+](=O)[O-])nn2C)cc1,6.2%
Cc1cc(C)cc(N(C(=O)CCC(=O)Nc2cc(C)on2)C(C(=O)NC2CCCC2)c2ccco2)c1 (stereo unspecified),2.1%
CSc1ccccc1NC(=O)Cn1nc([N+](=O)[O-])c(Cl)c1C,-8.5%
CCCn1c(N2CCN(C(=O)Nc3ccc(Cl)cc3)CC2)nc2ccccc21,-0.3%
O=C1/C(=C/c2ccccc2)SC(=S)N1N1C(=O)C2CC2C1=O (stereo unspecified),1.4%
CCC(=O)NNC(=O)c1c(O)c2ccccc2[nH]c1=O,-9.6%
O=C(CSc1nc2sc3c(c2c(=O)[nH]1)CCC3)NCCO,5.4%[57.5 µM]
Cc1cc(C(=O)O)ccc1[C@H](N)C(=O)O,0.1%
CCOCCN(C(=O)c1ccccc1Cl)c1cccc(C)c1C,-2.3%[57.5 µM]
O=C(Cn1c2ccc(F)cc2c2nc3n(c(=O)c21)CCS3)Nc1ccc(Cl)cc1F,5.1%
O=C1CCCC(=O)C1=C1SCCS1,-5.0%

# Another view of 2 compounds above.
SMILES | ERK EGF block
CCc1nc2ccccc2n1CCc1ccccc1 | 0.7%
O=C(Cn1c2ccc(F)cc2c2nc3n(c(=O)c21)CCS3)Nc1ccc(Cl)cc1F | 5.1%

# (cont.)
SMILES,ERK EGF block
COCCn1c(N)c(N(Cc2ccccc2)C(=O)c2ccc3ccccc3c2)c(=O)[nH]c1=O,23.8%
Cc1cc(C(=O)NN)c(C)o1,5.4%
Cn1cc([N+](=O)[O-])c(C(=O)NCc2cc3cc(Cl)ccc3[nH]2)n1,2.8%
CCCCCOC(=O)Nc1ccc(S(=O)(=O)Nc2cccc([N+](=O)[O-])c2)cc1,7.0%
COc1ccc(OC)c(NC(=O)COC(=O)c2nc(Cl)ccc2Cl)c1,-8.8%
CCCCCNC(=O)CCc1ccccc1,0.2%
Cc1cc(C(=O)COC(=O)[C@H](C)NC(=O)c2ccco2)c(C)n1Cc1ccco1,-1.2%
COc1cc(OC)cc(-c2cc3nc(C)c(CCC(=O)Nc4nc(C)cs4)c(C)n3n2)c1,-3.0%
CC1COc2ccccc2N1S(=O)(=O)c1ccc(Cl)cc1 (stereo unspecified),7.2%
CC(C)Nc1nnc(SC(C)C(=O)Nc2ccc(Cl)cn2)s1 (stereo unspecified),-4.0%
O=C(NC(N1CCOCC1)C(Cl)(Cl)Cl)c1ccccc1Cl (stereo unspecified),0.3%
Cc1ccc(S(=O)(=O)N2CCCCC2)cc1C(=O)Nc1ccc(S(=O)(=O)Nc2ncccn2)cc1,-12.1%[57.5 µM]
NC(=O)C[C@@H]1NC(=O)c2cc([N+](=O)[O-])cc(F)c2NCCCC[C@@H](C(N)=O)NC(=O)[C@H](CO)NC1=O,17.9%
NS(=O)(=O)c1ccc(CCNC(=O)c2ccc(Cn3c(=O)[nH]c4ccccc4c3=O)cc2)cc1,0.7%
CCn1nnnc1SCC(=O)Nc1ccc(OC)cc1,-0.9%
Clc1ccccc1-c1ncc2ccccn12,-0.7%
CC(=O)c1c(C)n(-c2ccccc2)c2ccc(OCC(N)=O)cc12,-3.4%
CCNC(=S)Nc1ccc2ncoc2c1,-7.9%
COCCOC(=O)c1[nH]c2c(c1C)C(=O)CC(c1ccccc1)C2 (stereo unspecified),-0.8%
CCOc1ccc(NC(=O)C2CCC(CNc3c(N4CCC(C)CC4)c(=O)c3=O)CC2)cc1 (stereo unspecified),-2.4%[57.5 µM]
CC(=O)c1ccc(OCc2cc([N+](=O)[O-])cc3c2OCOC3)cc1,-8.7%
COc1ccc(Nc2nc3c(C)cccn3c(=O)c2C=NCc2ccccc2)cc1,4.2%
COc1cc(OC)cc(-c2nc3nc(C)c(CCC(=O)NCC(OC)OC)c(C)n3n2)c1,?
Brc1ccc(CSc2ccc(-c3ccco3)nn2)cc1,2.0%
O=C(COc1ccc2ccccc2c1)Nc1nnc(-c2ccco2)s1,-9.1%[57.5 µM]

# More results.
SMILES,ERK EGF block
Cc1nn(-c2nc3ccccc3[nH]2)c(=O)c2ccccc12,-2.9%
CC(C)(C)NC(=O)COC(=O)c1ccc(S(=O)(=O)N2CCCC2)cc1,-7.7%
CC(C)[C@H](NS(=O)(=O)c1ccc2c(c1)OCCO2)C(=O)OCC(=O)Nc1ccccc1Cl,5.4%
CC(=O)C1C(c2ccc(C)cc2)c2c(noc2C)CC1(C)O (stereo unspecified),-2.1%
Cc1ccc(-c2nnn(CC(=O)NCCc3ccc4c(c3)OCO4)n2)cc1,4.1%
N#CCCN(C(=O)COC(=O)Cc1ccc(Br)cc1)c1ccccc1,-6.3%
Cc1nnc(SCC(=O)NCc2ccc3c(c2)OCO3)n1C,-2.3%
Cc1ccc(C)c(NC(=O)c2ccc(S(=O)(=O)C(F)F)cc2)c1,-4.6%
Cc1cc(C)c(N(C(=O)c2csnn2)C(C(=O)NC(C)(C)C)c2ccncc2)c(C)c1 (stereo unspecified),10.7%
O=C(c1nc2ccccn2c1CNCCCn1cccn1)N1CCCC1,-4.6%
CN(C)c1ccc(/C=N/NC(=O)c2cnc3ccccc3c2)cc1,-8.2%[57.5 µM]
COc1ccc(OCCn2nnc(-c3ccc(Cl)cc3)n2)cc1,3.6%
CCCc1cc2c(=O)n(NC(=O)c3nn(C)cc3[N+](=O)[O-])c(C)nc2s1,5.4%
COC(=O)c1cc(OC)c(OC)cc1NC(=O)C(C)c1ccc([N+](=O)[O-])cc1 (stereo unspecified),-4.6%
O=C(c1cccc(-c2ccc(O)cc2)c1)N1CCN(c2ccc(F)cc2)CC1,?
CC(C)NC(=O)C1CC=CCC1C(=O)O (stereo unspecified),-6.3%
O=C(Nc1ccnc(-c2ccncc2)n1)c1ccc(F)cc1,1.1%
CCOC(=O)C1CCCN(c2cc(=O)n(C3CCCCC3)c(=O)[nH]2)C1 (stereo unspecified),-9.6%
COC(=O)c1sc(SC)c(S(=O)(=O)C(C)C)c1N/N=C(\C#N)C(=O)c1ccccc1,-21.7%[57.5 µM]
O=C(Nc1ccccc1C(=O)N/N=C/c1ccco1)c1ccccc1,-1.7%
COCC1CCN(Cc2cn[nH]c2-c2ccc(OC)cc2F)C1 (stereo unspecified),16.0%
O=C(CCn1c(=O)oc2ccccc21)NCCN1CCOCC1,18.0%[57.5 µM]
O=C(c1ccco1)N1CCN(C(=O)c2cc3c(s2)-c2ccccc2OC3)CC1,2.7%
O=C(NC(=S)Nc1ccc(CN2CCOCC2)cc1)c1ccccc1[N+](=O)[O-],2.0%
CCCN1CCN(C(=S)Nc2ccc3nc(N4CCN(CC)CC4)cc(C)c3c2)CC1,-0.7%

# Sorted by molar mass (descending): part of the list above.
SMILES,ERK EGF block
COc1cc(OC)cc(-c2cc3nc(C)c(CCC(=O)Nc4nc(C)cs4)c(C)n3n2)c1,-3.0%
Cc1cc(C)c(N(C(=O)c2csnn2)C(C(=O)NC(C)(C)C)c2ccncc2)c(C)c1 (stereo unspecified),10.7%
Cc1ccc(NC(=S)Nc2ccc(S(=O)(=O)Nc3ncccn3)cc2)c(C)c1,-6.2%[57.5 µM]
CCC(=O)NNC(=O)c1c(O)c2ccccc2[nH]c1=O,-9.6%

# Other entries
SMILES,ERK EGF block
CCN(CC)C(=O)CSc1nc(C)cc(C)n1,-4.6%
COc1cccc(OC(=O)c2cc3ccccc3oc2=O)c1,0.5%
Cc1cc(C)cc(N(CC(=O)NCc2ccco2)C(=O)CCC(=O)Nc2nccs2)c1,-6.1%
CCOc1cc(CNCc2cccnc2)ccc1OCC(=O)NC(C)(C)C,-11.8%
COc1cc(OC)cc(C(=O)N[C@H](C(=O)OCC(=O)N2CCc3ccccc32)C(C)C)c1,-3.8%
C/C(=N/NC(=O)c1cccs1)c1ccco1,-7.3%
O=C(/C=C/c1ccc(F)cc1)NC(=S)N1CCN(Cc2ccccc2)CC1,-14.2%[57.5 µM]
Cc1ccc2[nH]c(=O)c(-c3noc(CC(C)C)n3)cc2c1,-3.3%[57.5 µM]
CCCCNC(=O)CCC(=O)NNc1nc2ccccc2c2nc(-c3ccccc3)nn12,6.6%
COc1ccc(OC)c(S(=O)(=O)Nc2c(C)cccc2C)c1,2.1%
Cc1nnc(NNS(=O)(=O)c2ccc(Cl)cc2)[nH]c1=O,4.3%[57.5 µM]
Brc1ccccc1OCCCN1CCOCC1,5.9%
O=C(N/N=C/c1ccc(OCC(=O)N2CCCCC2)cc1)c1ccccc1O,4.1%
COc1ccc(/C=N/OC(=O)Nc2ccccc2)cc1[N+](=O)[O-],5.4%
CC(C)CC(=O)N1CCN(C(=O)c2ccco2)CC1,-9.1%
COc1ccc2c(c1)c(/C=N/Nc1ccc(C(=O)O)cc1)c(C)n2C,-12.3%[57.5 µM]
CCOC(=O)c1c(NC(=O)CSC(=S)N2CCOCC2)sc(C)c1C,4.3%
COc1ccc(C(=O)C2CCCN(Cc3cccn3-c3cccnc3)C2)cc1OC (stereo unspecified),-0.7%[57.5 µM]
N#Cc1cn(CCOC(=O)c2cccc(C(F)(F)F)c2)c(=O)[nH]c1=O,3.7%
COc1cccc(/C=N/NC(=O)C(=O)NCc2cccnc2)c1OC,0.8%
O=C(Nc1ccc2nc3n(c(=O)c2c1)CCCC3)c1cccc([N+](=O)[O-])c1,4.8%
Cc1ccc(C(=O)Nn2cnnc2)cc1S(=O)(=O)N1CCOCC1,9.9%[57.5 µM]
CCCC1(C(=O)OCC)NC(c2ccc(OC)cc2OC)C2C(=O)N(c3ccccc3)C(=O)C21 (stereo unspecified),5.4%
CNC(=O)/C(C#N)=C/c1cc(C)n(-c2ccc(N3CCOCC3)cc2)c1C,-15.8%[57.5 µM]
O=C(Nc1cccc(Cl)c1)Nc1ccccc1NS(=O)(=O)c1cccs1,13.0%
O=C(N/C(=C\c1ccc([N+](=O)[O-])cc1)C(=O)N1CCOCC1)c1ccccc1,6.9%
